# Mdm2 ligase inh: blocks human Mdm2 ubiquitin ligase activity; 0.11% of 210,000 active; signal enhancement, % at 5 µM; Q00987; cell-based MDM2 ubiquitination luciferase reporter, 2 h; 0 = plate control, 100 = twice control, blank-subtracted;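 active = signal enhancement of 30% or more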;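 also: luminescence tracks abundance of the self-degrading MDM2-luciferase fusion protein; higher signal means inhibition of MDM2 E3 ligase activity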
#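 Timing – 2 h compound exposure at 37 °C · Assay system – mammalian cells stably expressing self-ubiquitinating, self-degrading MDM2 E3–luciferase fusion · Amount – 2000 cells seeded into each well · Measure – % luminescence enhancement versus blank-corrected plate control mean · Measured by – SteadyLite luminescence, 15 min reagent step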
# BaF3 tox: parental Ba/F3 viability inhibition as JAK2V617F counter-screen; CellTiter-Glo ATP luminescence; inhibition, % at 5.6 µM; 1.1% of 220,000 active; AID 1486;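 active = inhibition above a per-campaign cutoff, the mean inhibition of all tested compounds plus 3 SD, cut at about 27% in these data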;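 also: 0% = DMSO wells and 100% = JAK Inhibitor I control wells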
# S1P4 antag: human S1P4 receptor antagonism | O95977 | S1P4-expressing cells, antagonist mode, reporter read-out | inhibition, % at 4.98 µM | 0.26% of 220,000 active | AID 1510; in the data active = inhibition above about 29%;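 also: 0% = wells stimulated with agonist and 100% = vehicle wells without agonist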
# Target sequence (O95977 whole entry, looked up): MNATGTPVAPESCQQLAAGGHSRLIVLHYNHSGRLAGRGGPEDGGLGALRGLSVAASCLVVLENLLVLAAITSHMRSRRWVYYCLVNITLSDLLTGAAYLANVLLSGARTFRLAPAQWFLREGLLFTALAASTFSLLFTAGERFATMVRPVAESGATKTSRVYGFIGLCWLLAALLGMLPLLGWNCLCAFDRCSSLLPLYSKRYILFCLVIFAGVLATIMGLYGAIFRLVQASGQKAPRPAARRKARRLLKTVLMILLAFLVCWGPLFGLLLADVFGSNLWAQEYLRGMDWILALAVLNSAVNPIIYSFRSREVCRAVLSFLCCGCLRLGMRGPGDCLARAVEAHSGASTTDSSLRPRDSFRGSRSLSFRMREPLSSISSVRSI
# Wee1 degr inh: blocks degradation of human Wee1 kinase. P30291. HeLa Luc-Wee1K328M stability, luciferase luminescence; 100% = proteasome inhibitor MG132 effect. reporter increase, % at 5 µM. AID 1321. 1.2% of 220,000 active;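 active = activation above the mean of all tested compounds plus 3 SD, set per screening run, cut at about 8.8% in these data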;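 also: cells exposed to compound for 20 h before luminescence read; 0% = DMSO alone and 100% = MG132 at 30 µM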
# NPY-Y2 PAM-ag: potentiates or activates human NPY-Y2 receptor. P49146. cells expressing NPY-Y2, potentiator/agonist read-out. activation, % at 3.6 µM. 0.45% of 220,000 active. AID 1359; in the data active = activation above about 27%;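 also: cells stimulated with NPY near EC25 plus isoproterenol at EC100; 0% = vehicle plus submaximal agonist and 100% = vehicle plus saturating agonist; some results beyond the cut were filed as inactive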
# Target sequence (P49146 whole entry, looked up): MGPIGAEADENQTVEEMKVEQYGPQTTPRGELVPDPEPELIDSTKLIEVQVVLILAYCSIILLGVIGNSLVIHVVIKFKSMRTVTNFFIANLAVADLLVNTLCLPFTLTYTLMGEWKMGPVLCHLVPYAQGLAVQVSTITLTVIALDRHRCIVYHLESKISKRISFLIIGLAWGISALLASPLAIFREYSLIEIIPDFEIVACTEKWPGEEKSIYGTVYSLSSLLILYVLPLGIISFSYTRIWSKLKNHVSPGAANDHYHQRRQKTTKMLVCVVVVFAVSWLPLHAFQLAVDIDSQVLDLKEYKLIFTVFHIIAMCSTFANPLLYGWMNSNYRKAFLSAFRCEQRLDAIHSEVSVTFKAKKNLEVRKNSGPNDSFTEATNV
# eIF4E 4G PPI: blocks eIF4E binding to eIF4G; P63073+Q04637; TR-FRET eIF4E-eIF4GI(517-606) binding, 2 h; inhibition, % at 21.7 µM; 0.37% of 220,000 active;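 active = inhibition above about 30%, limit read from the data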;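 also: 0% = full FRET control wells and 100% = background wells lacking eIF4GI fragment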
# Ba/F3 V617F tox: reduce viability of Ba/F3 cells dependent on JAK2V617F. Ba/F3 EpoR-JAK2V617F viability, ATP luminescence. inhibition, % at 5.6 µM. 1.1% of 220,000 active;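 active = inhibition above the campaign mean plus 3 SD over all tested compounds, cut at about 24% in these data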;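 also: cytokine-independent growth of Ba/F3 cells driven by EpoR plus mutant JAK2; 0% = DMSO-treated cells and 100% = JAK inhibitor I control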
# S1P4 agonist: activates the human S1P4 receptor. activation, % at 4.98 µM. 0.35% of 220,000 active. S1P4-expressing cell line, agonist reporter assay; in the data active = activation above about 11%;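 also: 0% = DMSO vehicle and 100% = reference agonist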
# PERK inhibitor: inhibitors of human PERK kinase; CHO PERK-DD fusion, SEAP luminescence translation reporter; Q9NZJ5; inhibition, % at 5.6 µM; 0.17% of 220,000 active;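 active = inhibition above the mean inhibition of all tested compounds plus 3 SD, set separately per screening campaign, cut at about 2.9% in these data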;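 also: PERK kinase domain activated by AP20187 dimerizer at 100 nM; 0% = DMSO with dimerizer and 100% = rapamycin at 8.4 µM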
# The depositor's hits bear a star; x = not tested or not shown; [ ] = another dose, or the depositor's remark.
SMILES,Mdm2 ligase inh,BaF3 tox,S1P4 antag,Wee1 degr inh,NPY-Y2 PAM-ag,eIF4E 4G PPI,Ba/F3 V617F tox,S1P4 agonist,PERK inhibitor
Cc1ncc(CO)c2cc(S(=O)(=O)c3ccc(F)cc3)c(=O)oc12,-6,4,-26,3,4,2,-1,1.1,1.0
CCOC(=O)c1c(C)[nH]c(NC(=O)N2CCOCC2)c1C,-16,1,-3,1,9,-4,-1,-0.2,0.7
COc1cccc(/C=C2\Oc3cc(OC(=O)N4CCOCC4)ccc3C2=O)c1,-1,-6,17,1,10,-3,-2,-2.1,0.0
Cc1ccc(NC2CC(C)NC(=S)N2)cc1 (centres undefined),-4,0,-11,-1,9,2,-3,-0.1,-0.1
COc1ccc(NC(C)=O)cc1S(=O)(=O)Nc1ccc(C(=O)N2CCCC2)cc1,-3,2,7,-3,-14,4,-3,-1.5,1.0
O=C(NCC1CCOCC1)c1ccc(OC2CCN(Cc3ccccn3)CC2)cc1,-34,7,-24,-2,6,-2,1,1.5,0.2
CC1=C(/C=C/C(C)=C/C=C/C(C)=C/C(=O)O)C(C)(C)CCC1,x,4,-1,-2,10,0,12,0.2,1.6
O=C(O)c1ccc(-n2cccc2)cc1O,-5,3,-14,1,-2,-2,-5,-0.8,0.7
C/C(CC(=O)NCc1ccco1)=N\NC(=O)Cc1ccccc1,-1,1,-8,-1,-7,1[fluorescence artefact?],1,0.5,1.5
S=C(c1ccccc1)N1CCCc2ccccc21,0,-1,7,0,2,-7[fluorescence artefact?],-3,-1.9,-0.4
Oc1ccccc1C=NCCCCCCN=Cc1ccccc1O,5,0,-24,3,4,5,-2,0.0,0.3
O=C(N/N=C\c1cn(-c2ccccc2)nc1-c1ccccc1)c1ccc2c(c1)OCO2,-12,6,-2,1,-19,-22,1,-0.3,0.2
CC(=O)N1CCN(CC(=O)Nc2c(Cl)cc(Cl)cc2Cl)CC1,-68,0,-29,-2,-4,-1,-3,0.8,0.0
Cc1nn(-c2ccc(Cl)cc2)c(Cl)c1/C=C(\C#N)C(N)=O,-6,-1,-4,-1,-9,2,-5,0.3,0.7
COc1ccc(S(=O)(=O)N2Cc3ccccc3CC2C(=O)Nc2nccs2)cc1OC (centres undefined),-6,6,-7,1,1,4,0,-1.6,-0.2
O=C(NCCOc1ccc(Cl)cc1)C1CCCCC1,-15,6,2,-2,-11,0,2,0.8,-0.6
COC(=O)NC1(C(F)(F)F)C(=O)Nc2c1c(=O)n(C)c(=O)n2C (centres undefined),-33,6,14,0,-1,-7,-2,-0.1,1.8
O=C(NNC(=O)C1C2CCCCC21)c1coc(=O)c(Br)c1 (centres undefined),-6,-6,5,0,-23,1,-3,-1.7,0.5
CCO[C@@H]1OC(C(=O)NC2CC2)=C[C@H](c2ccccc2)[C@H]1CCCO,x,3,2,1,-19,0,-2,-0.9,0.8
O=C(Nc1ccccc1Br)C1CCC(=O)N1Cc1ccccc1Cl (centres undefined),-16,6,-5,0,-10,-2,-1,-0.3,-0.4
CCCSc1nc2c(cnn2-c2ccccc2)c(=O)n1N,-17,-3,4,2,-1,6,2,-0.5,0.4
O=C(OCc1cccc([N+](=O)[O-])c1)c1cc(=O)[nH]c2ccccc12,-4,4,-20,-2,7,-2,-1,1.8,0.5
Fc1ccc(NC(=S)NCc2cccs2)cc1,3,1,-19,-2,-7,7,-3,-0.2,0.0
COc1ccc(CC(=O)Nc2ccc(N3CCOCC3)cc2)cc1OC,0,0,-16,1,11,4,-1,1.4,0.7
C1CSC2(N1)C1CC3CC(C1)CC2C3 (centres undefined),-26,0,5,-3,1,6,0,-3.5,0.7
CCCCCCNC(=O)c1c(N)n(/N=C/c2ccco2)c2nc3ccccc3nc12,x,5,-11,0,-7,x,6,-0.8,0.1
CCOC(=O)c1cnn(-c2nc(-c3ccccc3)cs2)c1C(F)(F)F,-24,1,-7,-1,-7,0,-3,0.8,0.2
CC(C)(C)c1cc(C(c2cccnc2)N2CCN(CCO)CC2)cc(C(C)(C)C)c1O (centres undefined),-8,3,-1,-1,-11,8[fluorescence artefact?],-2,-2.2,-0.9
O=S(=O)(c1ccc(Cl)s1)N1CCN(Cc2ccccc2)CC1,13,0,-16,-2,-5,-5,-8,-0.9,0.1
O=C(CCSCc1ccccc1Cl)NC1CCCCC1,-12,-1,-5,-1,-18,-4,0,-1.9,0.1
Cc1ccc(NC(=O)C2CCN(C(=O)c3ccccc3C)CC2)cc1,4,2,-34,-2,-15,5,-2,0.6,0.0
Cc1ccc(NC(=O)NC2(C(=O)NCc3ccco3)CCCCC2)cc1,-20,2,2,4,3,-2[fluorescence artefact?],2,0.1,-0.8
CCN(CCn1cccn1)C(=O)CC1C(=O)NCCN1Cc1ccc(OC)c(OC)c1 (centres undefined),-7,4,-3,0,7,3,1,-1.6,0.5
C=CCNC(=S)N/N=C(\C)c1ccc(-n2ccnc2)cc1,2,-2,14,1,-7,1,-4,-0.9,0.0
CCOC(=O)c1[nH]nc2c1C(=O)N(Cc1ccccc1)C2=O,3,0,2,-2,0,2,-3,-1.8,1.6
CCN(CC)S(=O)(=O)c1cc(-c2nnc(-c3ccc(Br)cc3)o2)ccc1Cl,-17,2,3,-1,-8,-5[fluorescence artefact?],-3,0.1,1.2
COCCNC(=O)C(c1ccc(C)o1)N(C(=O)C(=O)NC1CCCCC1)c1ccc(F)cc1 (centres undefined),-2,1,-6,0,-4,-2,2,0.1,-0.5
CCOC(=O)c1c(NC(=O)CN2CCN(C(=O)c3ccco3)CC2)sc2c1CCCC2,7,5,-10,-2,-12,0[fluorescence artefact?],0,0.3,-1.2
CC1CCCC(NCC(O)COC(c2ccc(F)cc2)c2ccc(F)cc2)C1C (centres undefined),-18,47*,17,0,-2,6,13,1.1,0.5
O=C(c1ccc(Cl)c(Cl)c1)N1CCCC1,-10,5,16,0,-1,-6,-2,-1.3,1.0
O=C(Nc1ccc(Cl)c(C(F)(F)F)c1)NC1CC2CCCC(C1)N2C1CC1 (centres undefined),x,7,3,0,3,x,5,0.1,-0.7
O=C(NCc1ccccc1)N(Cc1cc2cc3c(cc2[nH]c1=O)OCO3)CC1CCCO1 (centres undefined),x,11,0,0,12,-2,5,0.4,0.4
Cn1c(=O)c2ncn(CC(=O)O)c2n(C)c1=O,-11,-1,-2,1,-3,-1,-2,0.2,0.3
COc1cc(/C=C/C(=O)Nc2ccc3nc4n(c(=O)c3c2)CCCC4)cc(OC)c1OC,-12,10,-2,0,-26,-4,4,1.0,1.1
Cn1c(=O)c(C(=O)CSc2nnc(Nc3ccccc3)s2)c(N)n(Cc2ccccc2)c1=O,-15,4,-3,2,-12,-4[fluorescence artefact?],3,2.1,-1.0

# Some of the entries so far, with values under each structure.
# Under each structure: Mdm2 ligase inh | BaF3 tox | S1P4 antag | Wee1 degr inh | NPY-Y2 PAM-ag | eIF4E 4G PPI | Ba/F3 V617F tox | S1P4 agonist | PERK inhibitor
> O=C(NCc1ccccc1)N(Cc1cc2cc3c(cc2[nH]c1=O)OCO3)CC1CCCO1 (centres undefined)
    x | 11 | 0 | 0 | 12 | -2 | 5 | 0.4 | 0.4
> O=C(Nc1ccc(Cl)c(C(F)(F)F)c1)NC1CC2CCCC(C1)N2C1CC1 (centres undefined)
    x | 7 | 3 | 0 | 3 | x | 5 | 0.1 | -0.7
> CCN(CC)S(=O)(=O)c1cc(-c2nnc(-c3ccc(Br)cc3)o2)ccc1Cl
    -17 | 2 | 3 | -1 | -8 | -5[fluorescence artefact?] | -3 | 0.1 | 1.2

# (listing goes on)
SMILES,Mdm2 ligase inh,BaF3 tox,S1P4 antag,Wee1 degr inh,NPY-Y2 PAM-ag,eIF4E 4G PPI,Ba/F3 V617F tox,S1P4 agonist,PERK inhibitor
CC(=O)c1cccc(N(C(=O)CNC(=O)c2ccco2)C(C(=O)NC2CCCC2)c2ccc(C)o2)c1 (centres undefined),-11,12,-8,8,-6,-1,1,2.9,-0.6
O=C(NCc1ccccc1)/C(=C/c1ccc(OC(F)F)cc1)c1ccccc1,-16,10,-4,1,-13,0,6,-1.2,0.3
CCn1c(=O)[nH]c(=O)c2c(N)c(C(=O)c3cc(F)ccc3F)sc21,x,-6,-7,-1,-23,1,0,2.1,0.8
CCn1c(SCc2ccccc2Cl)nc2nc3c(cc2c1=O)CCCC3,0,5,-5,-4,-2,4,2,-2.1,0.3
O=C(c1cc2c(s1)CCCCC2)N1CCN(c2ncccn2)CC1,-11,5,-20,-3,-21,4[fluorescence artefact?],2,-0.1,-0.3
CCOc1cc(/C=C2\SC(=S)N(N3CCOCC3)C2=O)ccc1O,x,-9,-6,1,0,6,-3,-0.9,1.7
CSc1ccccc1N=Cc1nc(-c2ccccc2)oc1O,-6,8,-15,1,-17,2,4,-0.4,-0.2
COC(=O)c1sc(-c2ccccc2)cc1NC(C)=O,-3,1,-16,1,-2,-1,-3,-0.6,-0.1
CN1c2ccsc2C(O)=C(C(=S)Nc2ccccc2)S1(=O)=O,-1,6,-5,-2,3,6,-2,2.3,0.4
CS(=O)(=O)N1CCN(C(=O)c2ccccc2)C1,9,1,-19,-1,2,-4,-4,0.9,1.6
O=C1CN(C(=O)COC(=O)c2cccc(OCc3ccccc3)c2)c2ccccc2N1,-5,2,-4,-1,-12,1,-4,-0.9,0.0
CCc1ccc(OCCNC(=O)OCc2ccccc2)cc1,3,5,-7,4,-14,-1,0,0.8,1.9
N#Cc1cccc(NC(=O)c2nc(-c3ccccc3)n(-c3ccccc3)n2)c1,-7,2,0,-3,-13,-10,2,1.1,-1.2
CC(C)(C)OC(=O)N1CCCC1C(=O)N1CCCC1C(=O)N1CCCC1C(=O)O (centres undefined),-6,3,-1,-2,17,2[fluorescence artefact?],-6,0.2,1.7
CCn1c(NC(=O)c2ccc(F)cc2)c2ccccc2nc1=O,-7,-3,-8,2,3,-1,-3,-0.1,-0.5
CC(=O)c1cccc(NC(=O)CCS(=O)(=O)c2cccc3nonc23)c1,0,4,-4,0,4,-7,6,0.8,-0.7
COC(=O)Cc1c(O)ccn(CCc2c[nH]c3ccccc23)c1=O,-28,2,-1,-2,-6,1,2,-0.4,0.2
O=C(c1cccc2ccccc12)C1CCCN(C(=O)CCCn2cncn2)C1 (centres undefined),9,5,-12,1,0,5,-3,1.4,0.4
CCC(Sc1ccc2nnc(-c3ccc(F)cc3)n2n1)C(=O)O (centres undefined),9,0,6,-1,4,x,-2,0.0,0.0
CC(C)(C)S(=O)(=O)c1cnc2c(-c3ccc(F)cc3)cnn2c1N,-43,5,-10,2,5,8,1,1.9,0.9
CCOC(=O)N1CCN(C(=O)c2ccccc2NC(=O)c2ccc(Br)cc2)CC1,-5,2,-4,0,3,15,-2,0.4,-0.1
O=C(c1ccco1)N1CCN(c2ncnc3c(-c4ccccc4)nsc23)CC1,1,0,-4,4,10,-26,-3,-1.0,0.8
Cc1ccc(NC(=O)Nc2ccccc2C(N)=O)cc1,-12,-3,5,1,15,-3,0,2.0,0.1
C=CCc1c(C)nc(-c2ccccc2)nc1N/N=C/c1ccccc1,-6,6,-25,-1,-8,5[fluorescence artefact?],0,-0.5,0.1
O=C1NC(c2cccs2)C(C(=O)c2ccccc2)C(O)(C(F)(F)F)N1 (centres undefined),9,5,5,-2,17,-3,1,-0.3,1.4
Cc1nc(N)nc(Cl)c1Cc1ccc(Cl)cc1,-12,7,4,-1,2,-1,6,0.5,0.2
Cc1nnc2sc(SCc3ccc(Br)cc3)nn2c1=O,-1,4,11,-2,-8,3,4,0.6,0.4
CN(c1ccccc1)S(=O)(=O)c1ccc(NC(=O)c2cccs2)cc1,-24,4,-7,-3,-11,-1,3,2.9,2.0

# High-throughput results deposited in PubChem by several laboratories.
